Screening data deposited in PubChem by Sanford-Burnham Center for Chemical Genomics.
Hsp70 displacement = Hsp70 inhibitors, probe displacement, primary screen, biochemical, fluorescence polarization (AID 583) | Heat shock 70 kDa protein 1A (Homo sapiens) | Hsp70 fluorescence polarization probe displacement, mP; higher % means a stronger effect | one-dose displacement, % at 20 µM; IC50 in µM for titrated hits | 140,000 compounds, 0.06% hits; in the data active = displacement above about 50%;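 also: plate controls were vehicle for no effect and reference ligand for full effect; a part of the inactive calls stands beside numbers as strong as those of hits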
MKP-3 inhibition = MKP-3 phosphatase inhibitors, primary screen, biochemical, rat enzyme, in vitro (AID 425); Dual specificity protein phosphatase 6 (Rattus norvegicus); recombinant MKP-3 phosphatase activity, fluorescence; higher % means a stronger effect; one-dose inhibition, % at 20 µM; IC50 in µM for titrated hits; 110,000 compounds, 0.17% hits; in the data active = inhibition above about 50%;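 also: plate controls were vehicle for no effect and reference inhibitor for full effect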
* hit, by the source's call; x = no result given; & = joins results of further samples. Not all compounds are listed, so the mix of outcomes need not match the whole.

SMILES	Hsp70 displacement	MKP-3 inhibition
COc1ccc(NC(=O)c2ccc(F)cc2)cc1Cl	0.0%	0%
CCCCNC(=O)c1nn2c(c1Cl)NC(c1ccccc1)CC2C(F)(F)F (centres undefined)	-3.4%	2%
O=C(Cn1cnc2c(cnn2-c2ccccc2Cl)c1=O)N1CCc2ccccc21	-4.2%	6%
CC(=O)Cc1nsc(NC(=O)c2cccs2)n1	-1.0%	x
CCn1c(COc2ccc3c(c2)CCCC3)nnc1SCC(=O)Nc1nccs1	-3.6%	-12%
CCCCCCc1cc2cc(-c3nnc(-c4ccccc4OC)o3)c(=O)oc2cc1O	-47%	x
Oc1[nH]c2ccccc2c1OCc1ccncc1	-1.7%	-3%
CCn1c(CCCNC(=O)c2cccs2)nc2ccccc21	5.0%	-8%
O=C1CCn2nc(-c3ccc(Cl)cc3)cc2N1	-3.2%	-7%
Cc1cc(=O)[nH]c(=S)[nH]1	0.6%	x
CCC(=O)N(Cc1cc2c(C)cc(C)cc2[nH]c1=O)C1CCCCC1	-0.3%	6%
Cn1c(C(=O)N2CCN(Cc3ccccc3)CC2)cc2c(=O)n(C)c3ccccc3c21	2.0%	5%
Cc1[nH]nc(Nc2cccc(C(=O)O)c2)c1[N+](=O)[O-]	1.3%	-3%
O=C(Nc1ccccc1OCC(F)(F)C(F)F)c1ccc(Cl)c([N+](=O)[O-])c1	-0.5%	3%
CC(C)N(C(=O)CSc1nn2c(=O)c(C(C)(C)C)nnc2s1)c1ccccc1	1.0%	-6%
COc1ccc(NC2=Nc3cccc4cccc2c34)cc1	-5.9%	4%
CN1CCN(Cc2c(O)c(Cl)cc3c(-c4ccccc4)cc(=O)oc23)CC1	2.7%	-2%
Cc1ccc(-c2nn3c(C)nnc3s2)cc1NC(=O)c1ccc(-c2ccc(Cl)cc2Cl)o1	-14%	x
Cc1ccc2cc(CN(C(=O)c3ccco3)c3ccccc3)c(=O)[nH]c2c1	-1.6%	1%
CCC(C(=O)N1CCc2cc(OC)c(OC)cc2C1)c1ccccc1 (centres undefined)	2.6%	-2%
COC(=O)c1ccccc1NC(=O)CSC(N)=O	4.2%	-3%
O=c1c2ccccc2n(Cc2cccc(F)c2)c(=O)n1C1CCCC1	-2.5%	-5%
CCOc1ccc2nc(NS(C)(=O)=O)sc2c1	0.6%	-5%
COn1c(=O)c(=O)n(OC)c2ccccc21	2.2%&6.7%	-2%
CC(=O)c1c(N2CCN(c3ccccc3)CC2)nc(=S)n(-c2ccccc2)c1C	-7.5%&2.3%	-13%&2%
CC(C)N(Cc1ccccc1)S(=O)(=O)c1ccc(F)cc1	1.9%	3%
CC(C)(C)C1CCC2(CC1)NC(=S)N(c1ccccc1)N2 (centres undefined)	6.4%&-2.8%	-6%
O=C(CCCC(=O)N(CC(=O)NC1CCCC1)Cc1ccc(F)cc1)Nc1ccccn1	-1.3%	-6%
COC(=O)Nc1ccc2c(c1)ncn2C1CCCCC1	-5.2%	4%
CCOC(=O)C(C(=O)OCC)C(CC(=O)C1CC1)c1ccccc1 (centres undefined)	1.3%	3%
CCOc1cc(NC(=O)c2ccco2)c(OCC)cc1NC(=O)CCC(=O)NCc1cccnc1	-0.6%	6%
CC(NC(=O)OC(C)(C)C)C(=O)N1CCCC1C(=O)NC(Cc1ccccc1)C(N)=O (centres undefined)	0.1%	0%
O=C(Nc1ccc(Cl)cc1Cl)C1=Cc2ccccc2OC1	-1.7%	x
Cc1cccc(NC(=O)C(=O)NCCO)c1C	6.4%	-1%
COc1cc(OC)cc(-c2nc(-c3ccccc3OC)no2)c1	-3.8%	1%
CCOC(=O)C12CC3CC(C1)CC(C(=O)OCC)(C3)C2	1.1%	1%
COc1ccc(-n2ccnc2SCC(=O)NCc2ccc3c(c2)OCO3)cc1	1.4%	0%
O=C(Nc1ccccc1C(=O)N1CCCCC1)c1cccc(S(=O)(=O)N2CCOCC2)c1	19%	4%
Cc1nc2cc(NS(=O)(=O)c3c(C)c(C)cc(C)c3C)ccc2s1	1.0%	x
CCN1C(=O)/C(=C/N(C)c2ccccc2)OC1=S	-1.4%	-2%
CCOC(=O)N/C(N)=N/c1nc2ccccc2s1	4.7%	-10%
O=C(NCCOc1ccccc1F)c1ccc(Cl)cc1Cl	2.5%	5%
Cc1cc(C)c2cc(CN(Cc3nnnn3C3CCCCC3)CC3CCCO3)c(=O)[nH]c2c1 (centres undefined)	3.9%	-4%
Cc1cc(C(=O)NCc2ccccc2)no1	-4.5%	-1%
COc1ccc(C2CC(=O)N3CN(Cc4ccco4)CSC3=C2C#N)cc1 (centres undefined)	0.6%	-5%
O=C1NC(=S)S/C1=C\c1ccc(-c2ccc(Cl)c(C(=O)O)c2)o1	-30%	11%
CCSc1nc(-c2ccccc2)c(C#N)c(=O)[nH]1	3.3%	-5%
CCOC(=O)N1CCN(c2c(NCc3ccccn3)c(=O)c2=O)CC1	6.0%	-10%
Cn1c(=O)c2c(ncn2CC(=O)N2CCCc3ccccc32)n(C)c1=O	-3.8%	-14%
CCOC(=O)c1ccc(NC(=O)CCNc2c(N3CCCC3)c(=O)c2=O)cc1	5.1%	-8%
Next section.
SMILES	Hsp70 displacement	MKP-3 inhibition
c1ccc(-n2nnnc2SCc2cn3cccnc3n2)cc1	1.7%	2%
O=C(CN1CCOCC1)Nc1ccc(Br)cn1	0.4%	-5%
OC(COCc1ccco1)CN1CCN(C(c2ccccc2)c2ccccc2)CC1 (centres undefined)	-0.2%	-1%
O=C(NCc1cccs1)c1noc2c1CCCCC2	-3.8%	7%
COc1cccc(C2Nc3ccccc3C(=O)N2O)c1O (centres undefined)	-0.6%	9%
CCOC(=O)Cc1csc(NC(=O)CN(C)S(=O)(=O)c2cccc3cccnc23)n1	-0.1%	-9%
COc1ccc(/C=C/C(=O)NCc2ccc(C)cc2)cc1OC	-1.6%	0%
N#C/C(=C\c1ccco1)C(=O)NCc1ccccc1	2.9%	1%
CC(C)CC(NC(=O)C1CCCN1C(=O)OC(C)(C)C)C(=O)NCC(N)=O (centres undefined)	4.7%	3%
O=C(Nc1cccc(Cl)c1Cl)c1ccccc1[N+](=O)[O-]	4.7%	4%
Cc1ccc(C(=O)NCC(=O)c2ccc(-c3ccccc3)cc2)cc1	-3.9%	1%
CCCOn1nnc2ccc([N+](=O)[O-])cc21	-2.8%	-2%
CC(C)(C(=O)c1ccccc1)/[N+]([O-])=C/c1ccc(Br)cc1	2.4%	-4%
CCCCc1ccc(/C=C2/C(=O)ON=C2c2ccccc2)s1	2.9%	0%
CCOC(=O)c1cc(-c2ccccc2)oc1CN1CCOCC1	-0.9%	-7%
CCC(=O)Nc1nc(CC(=O)Nc2ccccc2OC)cs1	-2.9%	x
Cc1ccc(NC(=O)C(=O)NC2CC2)c(C)c1	-3.9%	3%
CCOC(=O)c1ccc(N2NC(=O)/C(=C/c3ccccc3O)C2=O)cc1	-3.1%	1%
CCOC(=O)N1CCN(C(=O)CSc2nnc(-c3ccc(Cl)s3)o2)CC1	4.0%	0%
O=C(CCN1C(=O)COc2ccccc21)NCCN1CCN(c2ccccc2F)CC1	5.3%	6%
Cc1ccc(C(=O)NC2CC(C)(C)NC(C)(C)C2)cc1C	-0.5%	-13%
Nc1nnc(-c2ccncc2)s1	-1.9%	3%
O=C1Nc2ccccc2N(O)N1c1cc(-c2cccc(Cl)c2)no1	-2.9%	x
CCc1c(C)sc(NC(=O)c2cccs2)c1C(N)=O	-2.8%	x
O=C(Nc1ccccc1)Nc1ccc2snnc2c1	-0.4%	x
Cc1ccc(C)c(OCCN2CCCC2)c1	2.8%	-2%
CN(CC(O)COc1ccc(OCC(O)CN(C)C2CCCCC2)cc1)C1CCCCC1 (centres undefined)	-1.5%	2%
COc1cc(/C=N/Nc2ccc3ccccc3n2)c([N+](=O)[O-])cc1OC	-1.6%	3%
O=C(CCCOc1ccc(Cl)cc1Cl)Nc1nc(-c2ccc([N+](=O)[O-])cc2)cs1	4.3%	0%
COc1ccc(/C=N/N(C)C2=NS(=O)(=O)c3cc([N+](=O)[O-])ccc32)cc1Br	-1.3%	5%
COC(=O)C1=CN(C)C=C(C(=O)OC)C1c1ccc(O)c(OC)c1	4.7%	-3%
CC(C)CCNC(=O)c1ccc(Cl)cc1Cl	-0.4%	-1%
Cn1cc(S(=O)(=O)N2CCc3ccccc3C2)c(=O)n(C)c1=O	1.2%	-1%
O=C(Nc1nc(-c2ccccc2Cl)cs1)c1cccnc1	0.9%	x
O=C1NCCCC1C(=O)Nc1cccc(C(F)(F)F)c1 (centres undefined)	6.1%	-5%
CCN(CC)S(=O)(=O)c1cc(C(=O)Nc2nncs2)c(Cl)cc1Cl	1.0%	5%
Cc1cc2ncn(CC(O)COc3ccc(Br)cc3)c2cc1C (centres undefined)	-4.6%	2%
O=C(N/N=C/c1ccco1)c1cc(-c2ccc3ccccc3c2)n[nH]1	0.2%&0.0%	3%
CC(=O)C1=C(O)C(=O)N(CCN(C)C)C1c1ccc(Br)cc1 (centres undefined)	2.1%	-1%
CCN(CC)CCCCOc1ccc(C)cc1Cl	-0.5%	3%
CCOC(=O)N1CCC(NC(=O)c2ccc3nc4ccccc4c(=O)n3c2)CC1	-0.8%	x
Cn1c(=O)cc(NC2CCCCC2)[nH]c1=O	1.2%	0%
Cc1cc(S(=O)(=O)N2CCCC2C(=O)O)c(C)cc1Cl (centres undefined)	-1.0%	1%
O=C(COc1nnnc2ccccc12)N1CCCc2ccccc21	1.3%	-8%
CCOC(=O)N1N=C(C)CC1(O)c1ccccc1 (centres undefined)	-5.0%	4%
CCOC(=O)N1CCN(CCC(=O)Nc2ccc(OC)cc2)CC1	x	-2%
CC(=O)c1cc(O)cc(S(=O)(=O)c2ccc(C)cc2)c1O	-2.5%	4%
Cc1cc(N2C(=O)CC(Cc3ccc(Cl)cc3)C2=O)no1 (centres undefined)	-0.4%	x
N#C/C(=C/c1ccc(-c2ccccc2C(=O)O)o1)C(=O)Nc1cccc(Br)c1	-0.3%	4%
COc1ccc(C2(O)CCN(C(=O)c3c(F)cccc3F)CC2)cc1	-2.4%	-1%
Following part
SMILES	Hsp70 displacement	MKP-3 inhibition
CC1=C(C(=O)Nc2ccc(Br)cc2)C(c2ccc(F)cc2)NC(=O)N1 (centres undefined)	3.9%	3%
O=C(NCc1ccc2c(c1)OCO2)c1ccc(F)cc1	0.7%	0%
CCOC(=O)C1=C(CSc2nc(-c3ccccc3)ccc2C#N)OC(N)=C(C#N)C1c1cccnc1 (centres undefined)	2.4%	x
COc1ccc(NC(=O)CN2CCN(CC(=O)Nc3cc(OC)cc(OC)c3)CC2)cc1	-4.3%	-4%
O=C(OCC(=O)N1CCN(C(=O)c2ccco2)CC1)c1cc(-c2ccc(Cl)c(Cl)c2Cl)nc2ccccc12	2.6%	x
Cc1ccc(/C(N)=N/OC(=O)c2ccc(C)c([N+](=O)[O-])c2)cc1	4.7%	-2%
CCN(CCCNC(=O)c1c(C)cc(=O)oc1C)c1ccccc1	-3.1%	4%
CC1CN(C(=O)c2ccc(C(=O)c3ccccc3)cc2)CC(C)O1 (centres undefined)	3.1%	-3%
Cc1cc(OCC(=O)NCc2ccc(F)cc2)ccc1Br	1.4%	2%
COc1ccc2nc(SCc3ccc(Cl)cc3)[nH]c2c1	1.1%	2%
CCCN1C2CCCC1CC(NC(=O)C1CCCCC1)C2 (centres undefined)	2.3%	x
CCCc1cc(=O)[nH]c(Nc2ccc(OC)c(Cl)c2)n1	3.9%	2%
COc1cccc(N2C(=O)Nc3ccccc3C2(O)C(=O)NCc2ccc3c(c2)OCO3)c1 (centres undefined)	0.6%	-3%
Cc1cc(Cl)ccc1OCC(=O)Nc1cc(Cl)cc(Cl)c1	-0.8%	-4%
CC(C)(C)c1ccc(-c2nnc(SCC(=O)c3ccc4c(c3)OCCO4)o2)cc1	5.2%	x
CN(C)c1nc(SCC#N)nc(N(C)C)n1	0.2%	-9%

Compounds from the list above that have fluorine (13):
SMILES	Hsp70 displacement	MKP-3 inhibition
COc1ccc(NC(=O)c2ccc(F)cc2)cc1Cl	0.0%	0%
CCCCNC(=O)c1nn2c(c1Cl)NC(c1ccccc1)CC2C(F)(F)F (centres undefined)	-3.4%	2%
O=C(Nc1ccccc1OCC(F)(F)C(F)F)c1ccc(Cl)c([N+](=O)[O-])c1	-0.5%	3%
O=c1c2ccccc2n(Cc2cccc(F)c2)c(=O)n1C1CCCC1	-2.5%	-5%
CC(C)N(Cc1ccccc1)S(=O)(=O)c1ccc(F)cc1	1.9%	3%
O=C(CCCC(=O)N(CC(=O)NC1CCCC1)Cc1ccc(F)cc1)Nc1ccccn1	-1.3%	-6%
O=C(NCCOc1ccccc1F)c1ccc(Cl)cc1Cl	2.5%	5%
O=C(CCN1C(=O)COc2ccccc21)NCCN1CCN(c2ccccc2F)CC1	5.3%	6%
O=C1NCCCC1C(=O)Nc1cccc(C(F)(F)F)c1 (centres undefined)	6.1%	-5%
COc1ccc(C2(O)CCN(C(=O)c3c(F)cccc3F)CC2)cc1	-2.4%	-1%
CC1=C(C(=O)Nc2ccc(Br)cc2)C(c2ccc(F)cc2)NC(=O)N1 (centres undefined)	3.9%	3%
O=C(NCc1ccc2c(c1)OCO2)c1ccc(F)cc1	0.7%	0%
Cc1cc(OCC(=O)NCc2ccc(F)cc2)ccc1Br	1.4%	2%
